EphB4 ephrin blk – EphB4-ephrin-B2 interaction antagonism | P54760 | EphB4 LBD / TNYL-RAW-Alexa532 peptide, fluorescence polarization | inhibition, % at 7 µM | 97,000 tested, 0.15% active | AID 720;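 active = inhibition above the screen-wide mean inhibition plus 3 SD, cut at about 15% in these data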;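 note: 0% = DMSO wells and 100% = excess unlabeled TNYL-RAW peptide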
FAK inh – blocks human focal adhesion kinase activity; biochemical FAK kinase activity assay; inhibition, %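 (tested at 7 µM)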; Q05397; 97,000 tested, 0.84% active; in the data active = inhibition above about 19%;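 note: 0% = DMSO and 100% = reference compound high control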
S1P2 antag – blocks the human S1P2 receptor; 97,000 tested, 0.21% active; cell-based S1P2 antagonist assay, inhibition at 5 uM; AID 736; inhibition, % at 5 µM; O95136; in the data active = inhibition above about 45%;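 note: CRE beta-lactamase reporter cells expressing human S1P2 stimulated with S1P; 0% = agonist at EC80 alone and 100% = agonist plus reference antagonist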
HIV Rev-RRE inh – HIV Rev-RRE protein-RNA interaction inhibition; Rev peptide-RRE RNA binding, FRET; inhibition, % at 8 µM; 97,000 tested, 0.79% active; AID 704;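 active = inhibition above the screen-wide mean plus 3 SD, cut at about 35% in these data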;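 note: 0% = median DMSO wells and 100% = median Neomycin B control wells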
Target sequence (P05866 whole entry, looked up): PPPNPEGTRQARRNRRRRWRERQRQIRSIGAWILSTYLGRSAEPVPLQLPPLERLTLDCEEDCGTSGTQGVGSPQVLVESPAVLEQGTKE
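Test system: labelled RRE RNA duplex and labelled Rev peptide. Times: 5 min compound–RNA preincubation, then 15 min with peptide, 25 °C. Doses: single-dose 8 µM. Measured by: FRET, excitation 480 nm, emission 540 nm donor and 671 nm acceptor. Measure: % inhibition of FRET ratio versus controls.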
S1P2 ag – S1P2 (human) receptor agonism; O95136; S1P2-expressing cell line, agonist reporter read-out; activation, % at 4.5 µM; 97,000 tested, 0.46% active; in the data active = activation above about 16%;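 note: 0% = vehicle low control and 100% = maximal reference agonist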
PostGolgi ctrl – inhibits growth of the yeast control strain; inhibition, % at 10 µM; 98,000 tested, 5% active; efflux-deficient yeast background strain, growth absorbance A615, 16 h
PTPN22 act – increases human PTPN22 phosphatase activity | recombinant LYP, DiFMUP fluorescence; 0 = plate median, 100 = signal doubled | Q9Y2R2 | activation, % at 2 µM | 96,000 tested, 0.11% active;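 active = activation at 2 µM above a set limit, the mean plus 5 SD, cut at about 37% in these data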
Target sequence (Q9Y2R2 whole entry, looked up): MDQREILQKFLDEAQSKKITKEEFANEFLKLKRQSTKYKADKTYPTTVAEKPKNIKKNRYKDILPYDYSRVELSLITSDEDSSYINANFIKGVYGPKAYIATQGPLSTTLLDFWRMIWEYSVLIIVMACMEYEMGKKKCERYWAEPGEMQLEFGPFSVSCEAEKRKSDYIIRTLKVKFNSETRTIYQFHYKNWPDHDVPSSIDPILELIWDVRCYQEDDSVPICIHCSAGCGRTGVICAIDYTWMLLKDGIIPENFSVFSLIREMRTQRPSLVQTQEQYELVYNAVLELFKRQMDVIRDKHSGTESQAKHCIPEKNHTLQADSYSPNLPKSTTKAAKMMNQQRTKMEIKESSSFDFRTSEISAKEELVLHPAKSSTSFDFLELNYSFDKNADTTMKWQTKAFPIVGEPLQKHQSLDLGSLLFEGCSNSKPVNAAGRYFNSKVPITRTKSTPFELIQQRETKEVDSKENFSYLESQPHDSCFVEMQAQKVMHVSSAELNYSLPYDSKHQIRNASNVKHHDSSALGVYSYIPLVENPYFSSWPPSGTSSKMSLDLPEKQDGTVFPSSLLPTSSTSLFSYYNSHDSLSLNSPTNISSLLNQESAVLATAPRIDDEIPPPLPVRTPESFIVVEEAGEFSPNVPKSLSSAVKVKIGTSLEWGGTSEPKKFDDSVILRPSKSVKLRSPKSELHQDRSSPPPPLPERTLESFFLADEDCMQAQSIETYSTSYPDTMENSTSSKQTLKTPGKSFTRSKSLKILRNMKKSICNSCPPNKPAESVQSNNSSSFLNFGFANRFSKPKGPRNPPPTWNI
PostGolgi yeast – growth inhibition of a yeast mutant, post-Golgi transport screen. post-Golgi transport phenotypic cell assay. inhibition, % at 10 µM. 98,000 tested, 0.9% active;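 note: yeast cells grown in 1536-well plates; yeast grown about 18 h at 30C before absorbance read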
LYP inh 2 – blocks human PTPN22 phosphatase activity; Q9Y2R2; AID 640; recombinant LYP catalytic domain, DiFMUP fluorescence; 96,000 tested, 0.21% active; inhibition, % at 2 µM;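 active = inhibition at 2 µM at or above a set limit, the screen mean plus 3 SD, cut at about 24% in these data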;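 note: 0% = DMSO with enzyme and 100% = enzyme fully blocked by orthovanadate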
* marks the source's active call; other numbers are inactive results; x = not tested or not shown. Cut-off read from the data, not from the text of the source, unless noted: active = inhibition above about 30%; inactive = the rest. An unsorted share of the library. About 7% of those tested had a hit in this group.

SMILES | EphB4 ephrin blk | FAK inh | S1P2 antag | HIV Rev-RRE inh | S1P2 ag | PostGolgi ctrl | PTPN22 act | PostGolgi yeast | LYP inh 2
COC(=O)c1cc(Br)c(=O)n(-c2cccc(F)c2)c1 | 0 | 8 | 19 | 9 | -3 | 2 | -12 | -6 | 15
O=c1c(O)c(-c2ccc3c(c2)OCO3)oc2ccccc12 | -7 | 20* | 20 | -2 | -7 | 13 | 3 | 3 | -4
Cc1[nH]nc2ncc(C(=O)c3ccccc3O)cc12 | 4 | 14 | 29 | 4 | -7 | 15 | -4 | -7 | 2
Cc1cccc(C(C)C)c1NC(=O)c1cccnc1 | 0 | 0 | 13 | 9 | -8 | 0 | -8 | -6 | 9
Cc1c(NC(=O)CN2C(=O)c3ccccc3C2=O)c(=O)n(-c2ccccc2)n1C | -2 | -2 | 3 | 1 | -3 | 11 | 3 | 4 | -6
FC(F)(F)c1cccc(OCCOCCn2cncn2)c1 | -3 | -1 | 7 | 0 | -4 | -3 | 11 | -1 | -11
CCCCn1c(SCC(=O)N2CCCC2)nc2c1c(=O)n(C)c(=O)n2C | -10 | 1 | -16 | 1 | -7 | 24 | 10 | 11 | -10
Cc1c(NC(=O)C(C)OC(=O)CNC(=O)c2ccc(C(C)(C)C)cc2)c(=O)n(-c2ccccc2)n1C (stereo not drawn) | -7 | -7 | 0 | -4 | -11 | 21 | 5 | -4 | -5
CCC(CC)C(=O)N1CCN(Cc2ccc3c(c2)OCO3)CC1 | -8 | -1 | 6 | 8 | -3 | -5 | -7 | -2 | 8
CCOC(=O)C1CCN(c2c(NCc3ccc(C(=O)NCCOC)cc3)c(=O)c2=O)CC1 | -2 | -6 | -10 | -3 | -5 | -4 | 4 | 5 | -5
O=C(CSc1ncnc2c1oc1ccccc12)Nc1cccc(Cl)c1 | 4 | -41 | 3 | -2 | 3 | -6 | -7 | 4 | 7
CCN(CC)C(=O)CSc1nnc(-c2ccncc2)n1N | 8 | -7 | 3 | 8 | -3 | -2 | 5 | 2 | -1
O=C(Nc1nccs1)c1ccc(Cl)c(S(=O)(=O)N2CCOCC2)c1 | 5 | -3 | 15 | 4 | -1 | 1 | -7 | 0 | 7
CC(C)OCC(O)CN1CCNCC1 (stereo not drawn) | -2 | -1 | 16 | 2 | -3 | 7 | 10 | -4 | -7
COCC(=O)N/N=C/c1ccc(Sc2nc3ccccc3s2)o1 | -1 | -3 | 10 | 7 | -5 | 3 | -1 | -4 | 4
Cc1cc(C)n2nc(-c3ccc(F)cc3)nc2n1 | 2 | -9 | -5 | 4 | -5 | 3 | 8 | 1 | -6
CN1CCCC(C(=O)C(C#N)c2ccccc2)C1 (stereo not drawn) | -1 | -6 | 26 | 8 | -6 | 22 | 0 | -2 | -2
COc1ccc(C(=O)NC(=S)NC(C)(C)C)cc1Br | 0 | 2 | 2 | -5 | -1 | 28 | 14 | 11 | -8
CC(=O)Nc1ccc(OCC(=O)NC(C)C(C)C)cc1 (stereo not drawn) | -4 | -1 | -13 | 4 | -2 | -3 | 1 | 2 | 2
CCOC(=O)C(=CNc1ccc(C)cc1C)C(=O)OCC | 6 | -3 | -5 | 5 | -3 | 20 | -5 | 7 | 10
O=C(NCCCN1CCc2ccccc2C1)Nc1ccc(Cl)cc1 | 6 | -1 | 10 | 6 | -8 | 10 | -9 | 3 | 12
Cc1cccc(NC(=O)/C(=C\c2ccco2)NC(=O)c2cccs2)c1 | 3 | -9 | 23 | 4 | -7 | 30 | 7 | 0 | -2
CCOC(=O)c1cc2c(=O)n3cccc(C)c3nc2n(CCCOC)c1=NC(=O)c1cccnc1 | -7 | 1 | -6 | 4 | 5 | 13 | 13 | 8 | -15
CC1(C)C2CC=C(/C=N/n3cnnc3)C1C2 (stereo not drawn) | -4 | -8 | 1 | 0 | -3 | 1 | -8 | 6 | 5
Cc1cc(=O)n2nc(N3CCCC(C(=O)NC(C)c4ccccc4)C3)sc2n1 (stereo not drawn) | 1 | -2 | 10 | 4 | -1 | 2 | -4 | 22 | 3
O=C(N/N=C/c1ccc(O)c(O)c1)C1c2ccccc2Oc2ccccc21 | 3 | 0 | -5 | 0 | -9 | 3 | -6 | -4 | 4
Cc1ccc(C(=O)CN2/C(=C(\O)c3ccccc3)C(=O)c3ccccc3S2(=O)=O)c(C)c1 | 2 | 1 | 11 | 12 | -3 | 21 | -10 | -7 | 8
NC(=O)c1ccc(C(F)(F)F)n(Cc2cccc(Cl)c2)c1=O | -11 | 5 | -19 | 7 | -1 | 61* | 8 | 5 | -5
COc1ccc(NC(C)=O)cc1NC(=O)CSc1nnc(-c2ccncc2)n1C | -1 | -3 | 10 | 8 | -8 | 5 | 4 | 1 | -6
CCCNC1CCS(=O)(=O)C1 (stereo not drawn) | -1 | -1 | 8 | 5 | -1 | -6 | 4 | -7 | -2
CC(=O)N1CCn2c3ccc(C)cc3c3cccc1c32 | 0 | 1 | 1 | 7 | -3 | x | -4 | x | 5
CCn1c(=N)n(CC(O)COc2cccc(C)c2)c2ccccc21 (stereo not drawn) | 3 | -1 | 4 | -1 | -3 | 4 | -6 | -4 | 6
Cc1cc(C)n(S(=O)(=O)c2cc(Cl)ccc2Cl)n1 | 0 | 2 | -7 | 5 | -4 | 9 | -9 | 0 | 8
Cc1c(C(=O)N2CCN(c3ccccn3)CC2)sc2ncnc(N3CCN(c4ccccc4)CC3)c12 | 3 | 3 | -7 | -1 | -3 | x | 1 | x | -2
CCCn1c(SCC(=O)Nc2cc(C)on2)nc2c1c(=O)n(C)c(=O)n2C | -4 | 2 | -14 | 3 | -4 | x | 16 | x | -12
COCCN(CC(=O)Nc1cccc(C)c1)S(=O)(=O)c1ccc(S(=O)(=O)N2CCCC2)cc1 | 2 | 9 | 12 | -2 | -5 | 5 | 4 | -9 | -7

The closing 2 compounds of the part before come first, to join the parts:
SMILES | EphB4 ephrin blk | FAK inh | S1P2 antag | HIV Rev-RRE inh | S1P2 ag | PostGolgi ctrl | PTPN22 act | PostGolgi yeast | LYP inh 2
CCCn1c(SCC(=O)Nc2cc(C)on2)nc2c1c(=O)n(C)c(=O)n2C | -4 | 2 | -14 | 3 | -4 | x | 16 | x | -12
COCCN(CC(=O)Nc1cccc(C)c1)S(=O)(=O)c1ccc(S(=O)(=O)N2CCCC2)cc1 | 2 | 9 | 12 | -2 | -5 | 5 | 4 | -9 | -7
Cn1c(=O)c2c(nc(SCC(=O)O)n2Cc2cccc(C(F)(F)F)c2)n(C)c1=O | -6 | -4 | 7 | -3 | -6 | 8 | -4 | 1 | 2
Cc1ccc2c(CC(=O)OC(C)C(=O)NCc3ccc4c(c3)OCO4)coc2c1 (stereo not drawn) | 1 | -4 | 4 | 6 | -5 | 14 | -4 | -5 | 2
Cc1cc(C(=O)Nc2cccnc2Cl)on1 | 7 | 1 | -11 | 6 | -3 | 0 | 5 | 6 | -4
O=C(COc1cccc(NC(=O)c2ccco2)c1)c1ccccc1 | 4 | -2 | 12 | 5 | -8 | 18 | 5 | 6 | -6
O=S(=O)(/N=C(\Sc1ccc(Cl)cc1)c1ccccc1)c1ccccc1 | -1 | 2 | 21 | 9 | -6 | 1 | 0 | -8 | -4
COc1ccc2cc(-c3nc4ccccc4n3C)c(=O)oc2c1 | -4 | 2 | -7 | 2 | -4 | x | -2 | x | 4
CCCCOC(=O)Nc1cc(Cl)ccc1C | -1 | -3 | -10 | 0 | -9 | 11 | 5 | 2 | -2
O=c1oc(-c2cccs2)nc2sc3c(c12)CCCCC3 | -7 | 0 | -10 | 6 | -1 | x | -3 | x | 0
O=C1CC(N2CCN(C/C=C/c3ccccc3)CC2)C(=O)N1CCc1ccccc1 (stereo not drawn) | 4 | 2 | 32 | 10 | -10 | 5 | -8 | -9 | 6
COc1ccc(-c2csc(Nc3cccnc3)n2)cc1OC | -6 | 10 | -4 | -1 | -5 | 21 | 10 | 1 | -10
COCCNC(=O)CN(C(=O)CCC(=O)Nc1ccccn1)c1ccc(F)cc1 | 6 | -2 | 18 | 7 | -3 | 4 | -7 | 8 | 6
O=S(=O)(c1ccc(-c2nnc(SCc3ccccc3)o2)cc1)N1CCCC1 | 2 | -4 | 21 | 3 | -11 | 10 | 0 | 19 | -2
Cc1ccc(-n2nc(C)c3c(C)c(CCC(=O)NCc4ccco4)c(C)nc32)cc1 | x | x | x | x | x | 12 | -7 | -4 | 5
CCOc1ccc(OCC)c(NC(=O)C2COc3ccccc3O2)c1 (stereo not drawn) | 5 | -6 | -4 | 7 | -2 | 2 | 3 | 5 | -5
CCOC(=O)N1CCN(Cc2nc(N)nc(Nc3ccc(C)cc3)n2)CC1 | -2 | 0 | 10 | 0 | -4 | -1 | 8 | 3 | -9
OCCN1CCN(c2nc(NCc3ccco3)c3ccccc3n2)CC1 | -7 | -1 | -5 | 7 | -4 | x | -4 | x | 6
COc1ccc(C(=O)NNc2ccccc2)cc1OC | -1 | 0 | 16 | 5 | -7 | 8 | 1 | -4 | 4
COC(=O)c1oc2ccc(Br)cc2c1NC(C)=O | 1 | -1 | 4 | 1 | -5 | 2 | 0 | -10 | -2
N#Cc1c(-c2ccco2)nc(SCC(=O)Nc2cccc(Cl)c2)[nH]c1=O | 10 | -11 | 12 | 8 | -9 | -10 | 6 | 0 | -9
O=C1N/C(=N\N=C\c2ccccn2)SC1Cc1cccc(SC(F)F)c1 (stereo not drawn) | 3 | 0 | 5 | 2 | -3 | 11 | 0 | 9 | 4
CN1CC(=O)N(CC(=O)Nc2ccc(N(C)C)cc2)c2ccccc2C1=O | 5 | 0 | 7 | 11 | 0 | 1 | 2 | 12 | 0
Cc1ccc(S(=O)(=O)Oc2ccc(/C=C(/NC(=O)c3ccccc3)C(=O)Nc3ccccc3)cc2)cc1 | -2 | -3 | 9 | 3 | -3 | 20 | 12 | 9 | -10
CN(C)c1nc(N)nc(CSc2nnnn2-c2ccc(F)cc2)n1 | 8 | 0 | 2 | -1 | -5 | 8 | 18 | -4 | -14
CCn1c(Cc2c(C)[nH]c3ccccc23)n[nH]c1=S | 5 | 1 | 8 | 6 | -5 | -2 | -7 | 7 | 6

Single records (already shown).
CCn1c(Cc2c(C)[nH]c3ccccc23)n[nH]c1=S as listed: EphB4 ephrin blk: 5; FAK inh: 1; S1P2 antag: 8; HIV Rev-RRE inh: 6; S1P2 ag: -5; PostGolgi ctrl: -2; PTPN22 act: -7; PostGolgi yeast: 7; LYP inh 2: 6
Cc1ccc(-n2nc(C)c3c(C)c(CCC(=O)NCc4ccco4)c(C)nc32)cc1 as listed: EphB4 ephrin blk: x; FAK inh: x; S1P2 antag: x; HIV Rev-RRE inh: x; S1P2 ag: x; PostGolgi ctrl: 12; PTPN22 act: -7; PostGolgi yeast: -4; LYP inh 2: 5

(listing goes on)
SMILES | EphB4 ephrin blk | FAK inh | S1P2 antag | HIV Rev-RRE inh | S1P2 ag | PostGolgi ctrl | PTPN22 act | PostGolgi yeast | LYP inh 2
C=C1CSc2nc3ccccc3c(=O)n21 | -2 | -1 | -15 | 7 | -3 | 24 | 1 | -4 | 2
CCOc1ccccc1NC(=O)c1cc(Cl)ccc1NC(=O)c1ccco1 | 2 | 0 | -12 | 4 | -4 | 2 | 6 | -6 | -9
Cc1cc(C(=O)CSc2nnc(-c3ccccc3F)o2)c(C)n1Cc1cccs1 | -8 | -3 | -6 | 2 | -1 | 29 | -3 | 1 | 2
C=C1N(c2ccc(Cl)cc2)C(=O)OC1(C)C | -1 | 5 | 23 | 22 | -9 | 2 | -8 | -11 | 10
Cc1nc2nc[nH]n2c(=O)c1CCC(C)C | -8 | -5 | 0 | 4 | -3 | 11 | 0 | 0 | -2
COc1ccc(-c2nc3c([nH]2)c(=O)n(C)c(=O)n3C)c(OC)c1 | -5 | -1 | 9 | 0 | 0 | 1 | 5 | 6 | -1
O=C(CCl)N(c1ccc(Cl)cc1)c1c[nH]c2ccccc12 | -2 | 2 | 23 | 9 | -8 | 44* | -4 | 26 | 6
COC(=O)c1ccc(OCCOc2ccc(C(=O)OC)cc2)cc1 | -2 | 1 | -5 | 10 | -4 | -2 | 8 | 13 | -4
COc1cc(OC)c(C2N(c3ccccn3)C(=O)C3CCCN32)cc1OC (stereo not drawn) | -7 | 1 | -3 | 2 | -1 | 2 | -5 | -5 | 3

From PubChem BioAssay
